FLuc inh = blocks Photinus pyralis firefly luciferase activity; P08659; purified firefly luciferase, luminescence, 8 min; Potency, µM (top dose mostly 57.1 µM), for inactives: at the top dose activity change, negative = inhibition, actives largely listed as inhibitors; hit rate 2.2% among 72,000; further: potency means the concentration at half of the fitted maximal effect; on the % scale 0 is the no-effect control and ±100 the full control effect; nearly all actives have a fitted effect of over 40% in size
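Inhibition of light generation by firefly luciferase from ATP and luciferin was profiled with concentration-response curves per sample, ATP held at 10 uM within the enzyme's linear range. Plates were read by luminescence after an 8-minute ambient incubation.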
Tau filament bind = tau filament binding; Potency, µM (top dose mostly 57.1 µM), for inactives: top-dose activity change, negative = inhibition; recombinant tau filaments, thioflavin S fluorescence, 15 h; filaments grown with octadecylsulfate alongside compound; AID 596; hit rate 2% among 71,000;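 further: potency means the concentration at half of the fitted maximal effect; on the % scale 0 is the no-effect control and ±100 the full control effect; actives lower thioflavin S fluorescence by blocking filaments or displacing dye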
Target sequence (P10636 whole entry, looked up): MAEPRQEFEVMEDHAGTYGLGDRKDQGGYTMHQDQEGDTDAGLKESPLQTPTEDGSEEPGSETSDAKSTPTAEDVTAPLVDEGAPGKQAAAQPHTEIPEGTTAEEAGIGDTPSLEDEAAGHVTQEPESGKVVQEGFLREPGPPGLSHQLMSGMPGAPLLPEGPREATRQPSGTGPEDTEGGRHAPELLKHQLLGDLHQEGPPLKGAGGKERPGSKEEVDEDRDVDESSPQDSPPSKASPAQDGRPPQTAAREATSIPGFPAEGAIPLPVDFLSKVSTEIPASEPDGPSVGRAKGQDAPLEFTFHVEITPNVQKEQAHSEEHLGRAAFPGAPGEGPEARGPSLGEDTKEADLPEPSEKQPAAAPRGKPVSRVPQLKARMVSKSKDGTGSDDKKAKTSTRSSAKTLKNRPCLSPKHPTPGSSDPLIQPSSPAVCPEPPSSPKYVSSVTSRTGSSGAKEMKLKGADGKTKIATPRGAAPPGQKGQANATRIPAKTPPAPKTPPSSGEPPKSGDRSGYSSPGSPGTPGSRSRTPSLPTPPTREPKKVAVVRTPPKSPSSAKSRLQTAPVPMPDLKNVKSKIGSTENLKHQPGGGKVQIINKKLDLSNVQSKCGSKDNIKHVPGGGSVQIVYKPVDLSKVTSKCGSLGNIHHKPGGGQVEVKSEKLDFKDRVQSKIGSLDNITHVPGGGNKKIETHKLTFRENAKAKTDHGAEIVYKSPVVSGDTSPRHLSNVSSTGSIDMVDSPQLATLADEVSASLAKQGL
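ThS-based fibril read: tau 1 uM final, inducer ODS 30 uM final, 37 C for 15 h, ex 450/em 510 nm.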
Texas Red fluor = compound fluoresces in the Texas Red spectral region; Compound fluorescence, Texas Red channel, 547/618 nm; active compounds read high; max dye-equivalent concentration, M; hit rate 0.06% among 59,000; AID 587; in the data active means max dye-equivalent concentration above about 10 nM; inconclusive means between about 1.1 nM and that limit
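Texas Red-region profiling: compounds in 100 mM Tris pH 8.0 were read at 547/618 nm after 15 min at room temperature. Intensities were normalized against a six-point Texas Red standard series to give dye-equivalent concentration.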
Rhodamine fluor = compound fluoresces in the rhodamine spectral region; Rhodamine-region fluorescence, 547/598 nm, Tris buffer; active compounds read high; max dye-equivalent concentration, M; hit rate 0.05% among 59,000; in the data active means max dye-equivalent concentration above about 11 nM; inconclusive means between about 1.1 nM and that limit
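qHTS spectral profiling of compounds without any target or enzyme present, in pH 8.0 Tris buffer; plates were read after a 15-minute room-temperature incubation using the rhodamine-region filter set.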
15-hLO inh = 15-hLO (ALOX15) enzyme inhibition; purified 15hLO-1, xylenol orange hydroperoxide absorbance; AID 887; hit rate 1.4% among 74,000; P16050; Potency, µM (highest dose often 57.1 µM), for the others: at the top dose activity change, negative = inhibition, usual class: inhibitors; further: potency means the concentration at half of the fitted maximal effect; on the % scale 0 is the no-effect control and ±100 the full control effect; nearly all actives have a fitted effect of over 55% in size
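Hydroperoxide formed from arachidonic acid (50 uM) by purified human 15hLO-1 (40 nM) oxidizes ferrous iron, and the ferric-xylenol orange complex is read at 573 versus 405 nm. Compounds were preincubated 15 min; reaction ran 6 min at room temperature.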
ERK AVP block = inhibitors of vasopressin-stimulated ERK signaling pathway; hit rate 0.99% among 72,000; AID 995; Potency, µM (top dose mostly 57.5 µM), for the others: top-dose activity, negative = inhibition, usual class: inhibitors; HEK293-V1b, vasopressin-stimulated pERK AlphaScreen; further: potency means the concentration at half of the fitted maximal effect; on the % scale 0 is the no-effect control and ±100 the full control effect; nearly all actives have a fitted effect of over 55% in size
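HEK293 cells stably expressing V1b receptor, seeded overnight in 1% FBS, were treated with compounds for 30 min at 37C, then stimulated 5 min with 25 nM vasopressin; phospho-ERK read by AlphaScreen SureFire after lysis.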
DNA Pol III inh = inhibitors of bacterial DNA polymerase III holoenzyme; reconstituted DNA polymerase III holoenzyme replication, biochemical; Potency, µM (doses to about 57.1 µM), for the others: at the top dose activity change, negative = inhibition; hit rate 0.25% among 71,000; AID 603; further: potency means the concentration at half of the fitted maximal effect; on the % scale 0 is the no-effect control and ±100 the full control effect
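Reconstituted *E. coli* holoenzyme (0.35 nM Pol III, 1 nM beta, 154 nM SSB, 2 nM primase) was preincubated with compound for 15 min at RT. Synthesis on 1.4 nM ssM13Gori ran 35 min, then was stopped with PicoGreen/EDTA and read as dsDNA fluorescence.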
Hsp90 Hop PPI = changes Hsp90-Hop TPR2A binding signal, up or down; AlphaScreen TPR2A-His6 binding biotin-Hsp90 C-terminal peptide; AID 595; Potency, µM (doses to about 57 µM), for inactives: top-dose activity change, negative = inhibition; hit rate 0.44% among 71,000; active means well fitted curve in either direction with a large enough effect; inconclusive means small, poorly fitted or top-dose-only effect, or another doubt; further: potency means the concentration at half of the fitted maximal effect; on the % scale 0 is the no-effect control and ±100 the full control effect; many of its hits are not listed in these tables
HADH2 inhib = inhibitors of human HADH2 dehydrogenase; Q99714; recombinant HADH2, NADH fluorescence, beta-hydroxybutyryl-CoA; hit rate 3.4% among 73,000; Potency, µM (series often up to 57.1 µM), for the others: at the highest dose activity change, negative = inhibition, actives largely listed as inhibitors; further: potency means the concentration at half of the fitted maximal effect; on the % scale 0 is the no-effect control and ±100 the full control effect; nearly all actives have a fitted effect of over 60% in size; many of its hits are not listed in these tables
Target sequence (Q99714 whole entry, looked up, one chain of several): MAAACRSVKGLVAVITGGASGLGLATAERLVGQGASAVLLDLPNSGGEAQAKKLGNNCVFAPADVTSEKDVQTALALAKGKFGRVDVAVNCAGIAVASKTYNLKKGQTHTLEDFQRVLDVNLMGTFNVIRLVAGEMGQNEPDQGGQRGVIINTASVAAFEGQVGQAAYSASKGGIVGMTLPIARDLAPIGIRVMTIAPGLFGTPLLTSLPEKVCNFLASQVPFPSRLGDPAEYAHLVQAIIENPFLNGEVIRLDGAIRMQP
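Buffer 100 mM Tris-HCl pH 9.0/0.01% Tween-20; HADH2 20 nM; NAD+ 1 mM; beta-hydroxybutyryl-CoA 90 uM (all final). 15 min cpd preincubation, RT.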
HBB splicing = modulators of hemoglobin beta chain splicing. HBB splicing reporter cell assay, activation; EGFP reporter with mutant IVS2-654 intron; response scale: normalised to 500 nM splice-correcting PNA. Potency, µM (titrated, usually from 46.1 µM), for inactives: top-dose activation, most hits filed as activators. hit rate 0.06% among 65,000; further: potency means the concentration at half of the fitted maximal effect; 0% is about no effect
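Compounds were applied for 2 days to HeLa EGFP-654 cells, 500/well in Optimem with 2% FCS. The reporter's EGFP is disrupted by mis-splicing of beta-globin intron IVS2-654. Readout: summed well GFP fluorescence from 488 nm laser scanning; reference was 500 nM antisense […] 654 PNA.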
CRE-bla Fsk = CRE-bla signaling modulation under forskolin stimulation | CHO CRE-bla reporter (cAMP response element driving beta-lactamase), forskolin EC10, beta-lactamase ratio | Potency, µM (doses to about 38.2 µM), without a hit: top-dose activity change, negative = inhibition, usual class: activators | hit rate 2.5% among 71,000; active means well fitted activation curve with a large enough effect in the signal ratio, with a control signal flat, not every such curve was filed as active; inconclusive means small, poorly fitted or top-dose-only effect, or effect the other way, or a change in a side signal; the % refers to the signal ratio; further: potency means the concentration at half of the fitted maximal effect; % of control where 0% means no effect
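Modulation of forskolin-driven signalling is measured in CHO cells carrying a CRE-controlled beta-lactamase reporter. Cells are stimulated with EC10 NKH 477 in the presence of titrated compound for 3 h at 37 °C, then loaded with CCF4 for 2 h at room temperature.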
* = called active by the depositor; i = inactive; u = inconclusive; x = no result given; [ ] = another dose, or the depositor's remark. Unless noted, the call rests on the fitted dose curve; in most records, active means well fitted curve in the direction sought with a large enough effect; inconclusive means small, poorly fitted or top-dose-only effect, or another doubt; inactive means no such curve, though single readings can be large; an effect the other way counts as inactive or inconclusive. Some of the compounds tested (hit frequency here may not be typical).

1: O=C(c1ccc(C#Cc2ccccc2)o1)N1CCN(c2ccccn2)CC1
2: COc1ccc(NC(=O)CSc2nnc(C3CC3)n2N)cc1
3: Cc1ccc(C2(C)NC(=O)N(CC(=O)NC(=O)NCCC(C)C)C2=O)cc1 (stereo not given)
4: COC(=O)Nc1ccc(S(=O)(=O)N2CCN(c3ccc(F)cc3)CC2)cc1
5: COc1ccc(Cl)cc1Nc1nc(C)cc(=O)[nH]1
6: c1cncc(-c2ccc3ncnc(NC4CCNCC4)c3c2)c1
assay / compound,1,2,3,4,5,6
FLuc inh,2%,0%,0%,u,3%,1%[2.29 µM]
Tau filament bind,12%,-3%,5%,41%,6%,3%
Texas Red fluor,i,u,i,i,i,i
Rhodamine fluor,i,i,i,i,i,i
15-hLO inh,-22%,4%,-5%,u,-1%,11%
ERK AVP block,u,5%,14%,15%,-23%,-13%
DNA Pol III inh,5%,-2%,-6%,1%,-5%,-3%
Hsp90 Hop PPI,1%,-1%,-3%,-6%,0%,1%
HADH2 inhib,-8%,2%,15%,14%,-5%,-2%
HBB splicing,-0.2%[57.5 µM],-0.9%,-0.4%[57.5 µM],-1.8%,-1.2%,0.0%
CRE-bla Fsk,u,-14%,-2%,-6%,u,-3%

7: COc1ccc(C(=O)CSc2nnc(CNc3nc(-c4ccccc4)cs3)n2C)cc1
8: CCOC(=O)c1nn(-c2ccccc2)c(C(=O)OCC)c1N
9: O=C(O)c1cc(S(=O)(=O)Nc2ccc3c(c2)OCCO3)c(Cl)cc1Cl
10: O=C(c1nc2nc(-c3ccccc3)cc(C(F)(F)F)n2n1)N1CCCCC1
11: CC[C@@H]1OC(=O)[C@H](C)[C@H](O[C@@H]2C[C@](C)(OC)[C@H](O)[C@H](C)O2)[C@H](C)[C@H](O[C@@H]2O[C@@H](C)C[C@@H](N(C)C)[C@@H]2O)[C@](C)(O)C[C@H](C)C(=NOCOCCOC)[C@H](C)[C@H](O)[C@]1(C)O
12: COC(=O)c1[nH]c2ccc(C)cc2c1NC(=O)CCN1CCN(C2CCCCC2)CC1
assay / compound,7,8,9,10,11,12
FLuc inh,3%,-1%,u,-6%,7%[25.5 µM],1%
Tau filament bind,27%,5%,2%,-18%[11.4 µM],-1%[25.6 µM],11%
Texas Red fluor,u,i,x,x,i,u
Rhodamine fluor,i,i,x,x,i,i
15-hLO inh,u,1%,2%,4%[11.4 µM],6%[25.6 µM],0%
ERK AVP block,u,-23%,x,-27%,-4%[25.7 µM],-7%
DNA Pol III inh,2%,-6%,-19%,13%[11.4 µM],-3%[25.6 µM],-2%
Hsp90 Hop PPI,-14%,3%,3%,-5%[11 µM],-5%[26 µM],-2%
HADH2 inhib,-28%,32µM*,6%,-20%[11.4 µM],3%[25.6 µM],-7%
HBB splicing,-4.4%,-1.4%,-0.8%,-1.9%[0.0738 µM],0.3%[20.6 µM],3.5%[1.84 µM]
CRE-bla Fsk,-7%,u,-9%,u,-11%[17.1 µM],u

13: O=c1[nH]c2ccc(S(=O)(=O)N3CCN(Cc4ccccc4)CC3)cc2[nH]c1=O
14: O=C(Nc1cccc(F)c1)N1CCC2(CC1)CCN(C(=O)c1cccc(F)c1)CC2
15: Cc1ccc(S(=O)(=O)CCC(=O)OCC(=O)Nc2ncc(Cl)cc2Cl)cc1
16: Cc1cccc(N2C(=O)CC(N3CCN(Cc4ccc5c(c4)OCO5)CC3)C2=O)c1 (stereo not given)
17: CC(C)(Oc1ccc(Cl)cc1)C(=O)NC1CCSC1=O (stereo not given)
18: COC(=O)C1C(C(C)C)N(c2ccccc2)OC1(C)O (stereo not given)
assay / compound,13,14,15,16,17,18
FLuc inh,4%,0%[11.4 µM],-39%,1%,-4%,0%
Tau filament bind,0%,3%,8%,-12%,4%,-13%
Texas Red fluor,i,i,i,x,u,x
Rhodamine fluor,i,i,i,x,i,x
15-hLO inh,-3%,1%,12%,-23%,-1%,-28%
ERK AVP block,4%,12%,-3%,-23%,4%,16%
DNA Pol III inh,2%,-3%,-9%,-1%,-13%,-3%
Hsp90 Hop PPI,-7%,4%,0%,-5%,-7%,1%
HADH2 inhib,-28%,8%,-2%,-14%,20%,u
HBB splicing,1.4%,1.9%,-4.1%,-3.8%,-2.4%,1.3%[9.22 µM]
CRE-bla Fsk,u,-7%,u,-4%,-5%,-10%

The last 3 records of the part above are carried over, then new ones follow.
16: Cc1cccc(N2C(=O)CC(N3CCN(Cc4ccc5c(c4)OCO5)CC3)C2=O)c1 (stereo not given)
17: CC(C)(Oc1ccc(Cl)cc1)C(=O)NC1CCSC1=O (stereo not given)
18: COC(=O)C1C(C(C)C)N(c2ccccc2)OC1(C)O (stereo not given)
19: CCS(=O)(=O)N1CCC(C(=O)Nc2cccc(C(C)=O)c2)CC1
20: COc1ccc(CSc2nnc(C)n2N)cc1
21: CCCCCCn1c(N2CCN(c3ccccc3)CC2)nc2c1c(=O)[nH]c(=O)n2C
22: Cc1cccc(NC2(C(F)(F)F)N=C3SCCN3C2=O)n1 (stereo not given)
23: Cc1ccc(NC(=O)/C(CN(C)C)=N\O)cc1
24: Cc1oc(C2CC2)cc1C(=O)O
assay / compound,16,17,18,19,20,21,22,23,24
FLuc inh,1%,-4%,0%,2%,-1%,2%,1%,-8%,2%
Tau filament bind,-12%,4%,-13%,-14%,-3%,12%,4%,0%,2%
Texas Red fluor,x,u,x,i,i,i,i,i,i
Rhodamine fluor,x,i,x,i,i,i,i,i,i
15-hLO inh,-23%,-1%,-28%,1%,8%,-10%,9%,6%,3%
ERK AVP block,-23%,4%,16%,1%,-11%,-4%,-8%,22%,6%
DNA Pol III inh,-1%,-13%,-3%,-2%,-4%,-12%,-5%,-3%,3%
Hsp90 Hop PPI,-5%,-7%,1%,-2%,-3%,-5%,-1%,-4%,-3%
HADH2 inhib,-14%,20%,u,2%,0%,9%,-8%,1%,-3%
HBB splicing,-3.8%,-2.4%,1.3%[9.22 µM],-0.7%,-1.3%,-0.3%,-0.9%,-0.4%,x
CRE-bla Fsk,-4%,-5%,-10%,6%,u,1%,0%,u,-2%

25: COc1ccc(NC(=O)CSc2nnc(-c3ccccc3C)n2C)cc1
26: CC(C(=O)NCc1ccccc1)N(CCN1CCOCC1)C(=O)c1snc(C(N)=O)c1N (stereo not given)
27: Cc1nn(CCO)c(C)c1Oc1ccccc1O
28: CCN(CC)S(=O)(=O)c1ccc(C2CNC(=O)C2)cc1 (stereo not given)
29: CCOC(=O)c1oc2ccc(CNCCO)c(Cl)c2c1C
30: CCn1c(SCC(=O)N2CCc3ccccc3C2)nc2c1c(=O)n(C)c(=O)n2C
assay / compound,25,26,27,28,29,30
FLuc inh,1%,1%,3%,3%,25µM*,1%
Tau filament bind,2%,-6%,-8%,-17%,48%,4%
Texas Red fluor,i,i,i,x,i,i
Rhodamine fluor,i,i,i,x,i,i
15-hLO inh,-16%,13%,-2%,5%,-2%,9%
ERK AVP block,-18%,5%,-10%,2%,-27%,u
DNA Pol III inh,0%,-4%,3%,2%,-1%,4%
Hsp90 Hop PPI,-15%,-1%,-1%,-3%,-6%,-4%
HADH2 inhib,7%,-17%,1%,-4%,-3%,5%
HBB splicing,x,-0.1%[57.5 µM],2.2%,0.2%,x,-0.2%[57.5 µM]
CRE-bla Fsk,2%,5%,u,2%,17%,u

31: C=CCN(C(=O)CNC(=O)c1ccco1)C(C(=O)NC1CCCCC1)c1ccccc1 (stereo not given)
32: COC(=O)c1ccc(C(=O)OC)c(NC(=O)CN2CCN(c3ccccc3OC)CC2)c1
33: CCNC(=O)NC(=O)CSc1cccc(C(F)(F)F)c1
34: CC(C)Cn1c(SCC(=O)NC(=O)Nc2ccc3c(c2)OCCO3)nc2ccccc2c1=O
35: CC(=O)Nc1cc2c(nc1C)nc(C)n2Cc1ccc(Br)cc1
36: CC(C)(C)c1nnc(NC(=O)C2CCN(c3ncccn3)CC2)s1
assay / compound,31,32,33,34,35,36
FLuc inh,-1%,-1%,2%,0%,1%,0%
Tau filament bind,3%,-2%,1%,388%,-10%,-16%
Texas Red fluor,i,u,u,i,i,i
Rhodamine fluor,i,i,i,i,i,i
15-hLO inh,4%,-3%,4%,-10%,0%,-6%
ERK AVP block,31%[activator],-11%,3%,7%,9%,-19%
DNA Pol III inh,-3%,-2%,0%,-12%,-4%,-10%
Hsp90 Hop PPI,1%,-5%,-1%,0%,-7%,-2%
HADH2 inhib,1%,2%,1%,15%,-1%,-5%
HBB splicing,x,0.2%,0.3%[57.5 µM],9.3%,-1.1%,-2.5%
CRE-bla Fsk,-2%,-5%,4%,u,1%,u

Screens: PubChem, National Center for Advancing Translational Sciences (NCATS)
